Pol III holo inh: DNA polymerase III holoenzyme inhibition; Potency, µM (series often up to 57.1 µM), without a hit: top-dose activity change, negative = inhibition; reconstituted DNA polymerase III holoenzyme replication, biochemical; 71,000 tested, 0.25% active; AID 603; note: potency is the fitted concentration of half-maximal effect; % is set by controls: 0 for no effect and ±100 for the full control effect
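Reconstituted *E. coli* holoenzyme (0.35 nM Pol III, 1 nM beta, 154 nM SSB, 2 nM primase) was preincubated with compound for 15 min at RT. Synthesis on 1.4 nM ssM13Gori ran 35 min, then was stopped with PicoGreen/EDTA and read as dsDNA fluorescence.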
ALOX15 inhib: 15-hLO (ALOX15) enzyme inhibition; Potency, µM (titrated, usually from 57.1 µM), for inactives: at the highest dose activity change, negative = inhibition, hits mostly inhibitors; purified 15hLO-1, xylenol orange hydroperoxide absorbance; 74,000 tested, 1.4% active; P16050; note: potency is the fitted concentration of half-maximal effect; % is set by controls: 0 for no effect and ±100 for the full control effect; nearly all actives have a fitted effect of over 55% in size
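Hydroperoxide formed from arachidonic acid (50 uM) by purified human 15hLO-1 (40 nM) oxidizes ferrous iron, and the ferric-xylenol orange complex is read at 573 versus 405 nm. Compounds were preincubated 15 min; reaction ran 6 min at room temperature.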
BRCT inh red: BRCT-phosphoprotein interaction inhibition (red fluorophore); P38398; BRCT-phosphopeptide binding, red fluorescence polarization; Potency, µM (top dose mostly 76.9 µM), for inactives: at the top dose activity change, negative = inhibition, usual class: inhibitors; 75,000 tested, 0.03% active; AID 892; note: % is set by controls: 0 for no effect and ±100 for the full control effect
Target sequence (P38398 whole entry, looked up): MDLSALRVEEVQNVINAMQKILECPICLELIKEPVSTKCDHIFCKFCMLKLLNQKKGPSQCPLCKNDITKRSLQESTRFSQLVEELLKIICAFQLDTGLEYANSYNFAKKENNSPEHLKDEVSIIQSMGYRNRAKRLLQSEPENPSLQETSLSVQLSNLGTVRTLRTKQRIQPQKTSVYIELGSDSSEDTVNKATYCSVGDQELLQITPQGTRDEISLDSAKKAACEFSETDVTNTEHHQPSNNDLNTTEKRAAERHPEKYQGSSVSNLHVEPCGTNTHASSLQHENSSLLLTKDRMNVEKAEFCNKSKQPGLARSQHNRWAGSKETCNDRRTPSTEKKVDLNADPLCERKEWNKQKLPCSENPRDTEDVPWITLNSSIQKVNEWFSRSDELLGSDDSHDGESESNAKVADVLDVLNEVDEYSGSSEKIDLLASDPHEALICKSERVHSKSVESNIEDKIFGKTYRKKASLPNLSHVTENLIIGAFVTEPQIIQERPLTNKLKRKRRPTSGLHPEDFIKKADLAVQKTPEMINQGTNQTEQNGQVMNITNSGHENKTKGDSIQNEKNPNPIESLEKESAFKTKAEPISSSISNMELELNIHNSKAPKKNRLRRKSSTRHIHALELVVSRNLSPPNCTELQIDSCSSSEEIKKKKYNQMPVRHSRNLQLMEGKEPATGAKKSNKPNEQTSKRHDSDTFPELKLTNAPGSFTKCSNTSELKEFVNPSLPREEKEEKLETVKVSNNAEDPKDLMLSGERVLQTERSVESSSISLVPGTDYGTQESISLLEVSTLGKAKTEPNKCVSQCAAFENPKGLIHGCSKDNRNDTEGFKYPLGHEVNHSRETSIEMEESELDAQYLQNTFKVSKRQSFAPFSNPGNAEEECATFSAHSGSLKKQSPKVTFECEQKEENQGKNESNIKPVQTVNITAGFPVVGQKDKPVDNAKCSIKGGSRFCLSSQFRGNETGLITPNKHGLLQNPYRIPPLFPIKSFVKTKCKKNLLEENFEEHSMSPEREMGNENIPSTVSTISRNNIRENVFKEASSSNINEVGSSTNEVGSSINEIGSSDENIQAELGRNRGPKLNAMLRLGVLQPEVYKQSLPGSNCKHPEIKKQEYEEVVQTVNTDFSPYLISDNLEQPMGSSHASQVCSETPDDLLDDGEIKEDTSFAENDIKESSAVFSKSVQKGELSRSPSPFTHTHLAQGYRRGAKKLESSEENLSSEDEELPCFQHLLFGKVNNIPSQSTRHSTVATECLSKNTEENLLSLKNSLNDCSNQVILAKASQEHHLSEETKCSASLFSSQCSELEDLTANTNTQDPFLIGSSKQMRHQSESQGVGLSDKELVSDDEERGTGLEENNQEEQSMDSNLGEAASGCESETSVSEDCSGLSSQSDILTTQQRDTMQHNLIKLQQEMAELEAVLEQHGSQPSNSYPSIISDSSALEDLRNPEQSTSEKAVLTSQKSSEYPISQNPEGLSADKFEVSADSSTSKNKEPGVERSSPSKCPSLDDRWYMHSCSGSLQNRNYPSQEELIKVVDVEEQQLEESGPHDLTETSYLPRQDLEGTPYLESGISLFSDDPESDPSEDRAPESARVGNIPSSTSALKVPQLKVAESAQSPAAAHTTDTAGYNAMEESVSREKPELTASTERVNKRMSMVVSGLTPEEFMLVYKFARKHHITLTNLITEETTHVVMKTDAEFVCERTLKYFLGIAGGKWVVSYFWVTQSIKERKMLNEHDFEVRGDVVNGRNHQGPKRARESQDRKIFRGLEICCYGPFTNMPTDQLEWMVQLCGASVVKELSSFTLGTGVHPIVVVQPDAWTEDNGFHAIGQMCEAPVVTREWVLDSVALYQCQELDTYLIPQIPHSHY
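Fluorescence polarization: 100 nM His-tagged BRCA1 BRCT with 100 nM TAMRA-labelled phospho-BACH1 decapeptide, phosphate buffer pH 7.3 with 150 mM NaCl, DTT, 0.01% Tween 20; 12 min RT. Binding inhibition seen as FP decrease.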
4MU fluor: compounds fluorescent in 4-MU spectral region; AID 589; 59,000 tested, 11% active; compound autofluorescence, 340/450 nm, 4-MU equivalents; active compounds read high; max dye-equivalent concentration, M; in the data active = max dye-equivalent concentration above about 10 nM; inconclusive = mostly about 1.1 nM to 9.6 nM
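Compounds in 100 mM Tris, pH 8.0, incubated 15 min at room temperature, then fluorescence read at 340 nm excitation/450 nm emission. Signal converted to 4-MU dye-equivalent concentration using an on-plate six-point 4-MU standard curve.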
BRCT inh green: blocks human BRCA1 BRCT binding to phosphopeptide, green readout. P38398. BRCA1 BRCT-phosphopeptide binding, green fluorescence polarization. Potency, µM (doses to about 76.9 µM), inactives show at the highest dose activity change, negative = inhibition, hits mostly inhibitors. 75,000 tested, 0.05% active. AID 875;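 note: potency is the fitted concentration of half-maximal effect; plate controls were peptide without protein for full effect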
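Fluorescence polarization: His-tagged BRCT (~35 kDa BRCA1 C-terminus, 250 nM) bound to 100 nM fluorescein-labeled phosphorylated 10-aa BACH1 peptide, pH 7.3 phosphate buffer with DTT and Tween 20. Compounds incubated 12 min at room temperature; inhibition read as lowered polarization.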
Hsp90 Hop PPI: changes Hsp90-Hop TPR2A binding signal, up or down | 71,000 tested, 0.44% active | Potency, µM (series often up to 57 µM), without a hit: at the top dose activity change, negative = inhibition | AlphaScreen TPR2A-His6 binding biotin-Hsp90 C-terminal peptide; active = well fitted curve in either direction with a large enough effect; inconclusive = small, poorly fitted or top-dose-only effect, or another doubt; note: potency is the fitted concentration of half-maximal effect; % is set by controls: 0 for no effect and ±100 for the full control effect; many of its hits are not listed in these tables
HBB splicing: hemoglobin beta splicing modulation; HBB splicing reporter cell assay, activation; EGFP reporter with mutant IVS2-654 intron; response scale: normalised to 500 nM splice-correcting PNA; Potency, µM (titrated, usually from 46.1 µM), for the others: at the top dose activation, actives largely listed as activators; 65,000 tested, 0.06% active; note: potency is the fitted concentration of half-maximal effect; 0% is about no effect
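HeLa cells stably expressing EGFP interrupted by mutant beta-globin intron 2 (IVS2-654), 500/well in 2% FCS. Treated with compound for 2 days at 37C. Splicing correction scored as total well GFP intensity (488 nm excitation, 500-520 nm emission); 500 nM antisense PNA served as control.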
GFP derepression: derepresses silenced GFP locus in mouse C127i cells | Potency, µM (titrated, usually from 46.1 µM), for inactives: top-dose GFP derepression (activation) | mouse C127i GFP locus derepression, cytometry, 30 h | 68,000 tested, 0.09% active | AID 597; note: % of control where 0% means no effect
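Derepression screen: silenced CMV-GFP reporter in murine C127i cells, 30 h compound incubation at 37 C, washed cells imaged by laser-scanning cytometer to enumerate GFP-expressing objects of 20 to 120 um.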
CRE Fsk mod: modulators of forskolin-stimulated CRE signaling in CHO cells. CHO CRE-bla reporter (cAMP response element driving beta-lactamase), forskolin EC10, beta-lactamase ratio. Potency, µM (titrated, usually from 38.2 µM), inactives show at the top dose activity change, negative = inhibition, most hits filed as activators. 71,000 tested, 2.5% active. AID 662; active = well fitted activation curve with a large enough effect in the signal ratio, with a control signal flat, not every such curve was filed as active; inconclusive = small, poorly fitted or top-dose-only effect, or effect the other way, or a change in a side signal; the % refers to the signal ratio; note: potency is the fitted concentration of half-maximal effect; % of control where 0% means no effect
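Modulation of forskolin signalling: compounds in titration series added with EC10 NKH 477 to CHO cells carrying a CRE-driven beta-lactamase reporter, 3 h, 37C. CCF4 FRET ratio (460/530 nm, ex 405 nm) gives %activity and AC50.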
UbGFP stabilizer: ubiquitin-GFP accumulation via proteasome inhibition | Ubiquitin-GFP reporter cells, proteasome inhibition, GFP fluorescence; response scale: untreated = 0%, 10 µM MG-132 = 100% | Potency, µM (highest dose often 45.9 µM), for inactives: at the highest dose activation (GFP accumulation), actives largely listed as activators | 67,000 tested, under 10 active; active = well fitted activation curve with a large enough effect, not every such curve was filed as active; inconclusive = small, poorly fitted or top-dose-only effect, or another doubt; inactive = no such curve, though single readings can be large or run the other way; note: potency is the fitted concentration of half-maximal effect
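U2OS cells stably expressing ubiquitin(G76V)-GFP, seeded overnight in 0.5% FBS medium, were exposed to compounds (qHTS, 46 uM to 2.9 nM) for 4 hr at 37 °C. GFP-positive cells were counted by laser cytometry (488 ex/515 em), normalized between basal and 10 uM MG-132.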
A350 autofl: A350 region autofluorescence | 59,000 tested, 11% active | AID 590 | max dye-equivalent concentration, M | Compound autofluorescence, 340/450 nm, Alexa 350 dye-equivalents; active compounds read high; in the data active = max dye-equivalent concentration above about 10 nM; inconclusive = mostly about 1.1 nM to 9.6 nM
* marks the source's active call; other numbers are inactive results; i = inactive; ? = inconclusive; / = not tested or not shown; [ ] = dose if it differs, or a comment. Unless noted, calls come from the whole dose curve; as a rule, active = well fitted curve in the direction sought with a large enough effect; inconclusive = small, poorly fitted or top-dose-only effect, or another doubt; inactive = no such curve, though single readings can be large; an effect the other way counts as inactive or inconclusive. Hits appear at their usual frequency, and some 12% of all compounds hit somewhere here.

#	Molecule	Pol III holo inh	ALOX15 inhib	BRCT inh red	4MU fluor	BRCT inh green	Hsp90 Hop PPI	HBB splicing	GFP derepression	CRE Fsk mod	UbGFP stabilizer	A350 autofl
1	O=C(CSc1nc(-c2ccccc2)cc(C(F)(F)F)n1)NCCN1CCOCC1	-2%	-1%	-0.7%	i	-0.5%	-3%	-1.4%	0%	3%	4%	i
2	O=C(CCc1c[nH]c2ccccc12)NCC1CCCO1 (configuration not stated)	-4%	10%	1.9%	i	-0.7%	-3%	-0.8%	-1%	?	-1%	i
3	Cc1noc(NS(=O)(=O)c2ccc(NC(=O)CSc3n[nH]c(-c4ccccc4)n3)cc2)c1C	2%	1%	-1.8%	i	-0.2%	-1%	1.6%	-5%	-16%	13%	?
4	Cc1cc(NC(=O)CCN2C(=O)C3C4C=CC(C4)C3C2=O)c2ccccc2n1 (configuration not stated)	-2%	1%	-1.1%	i	0.0%	-5%	3.0%	2%	?	-8%	i
5	C#CCN1C(=O)C(O)(CC(=O)c2cc(OC)ccc2OC)c2ccccc21 (configuration not stated)	-3%	1%	-0.6%	1.3e-08M*	-1.7%	1%	-0.1%	0%	2%	7%	1.4e-08M*
6	Nc1nc(SCC(=O)NCC2CCCO2)n[nH]1 (configuration not stated)	-1%	0%	0.0%	i	-0.8%	4%	0.7%	0%	-2%	-5%	i
7	CSC(=NCCCN1CCOCC1)NS(=O)(=O)c1cccs1	5%	8%	-0.6%	i	-2.1%	-1%	-0.5%	2%	-9%	0%	i
8	CCC(=O)N/C(=N/c1nc(C)cc(C)n1)Nc1cccc(OC)c1	0%	6%	0.0%	/	0.2%	0%	-0.4%[9.22 µM]	0%	?	4%	/
9	COc1ccc(NC(=O)CN2CCCCC2)cc1	1%	-6%	-0.2%	i	-1.7%	-3%	4.7%	0%	3%	6%	i
10	O=C(c1ccc(-c2ccccc2)cc1)N1CCC(C(=O)N2CCCC2)CC1	-5%	9%	-0.8%	2.5e-08M*	-0.7%	-5%	-0.4%	-3%	-11%	-1%	3e-08M*
11	COC(=O)c1c(N)c(C#N)c2n1CCCCC2	-5%	-1%	-0.7%	2.2e-08M*	-1.0%	-4%	0.6%[0.369 µM]	0%	20%	3%	2.6e-08M*
12	Cc1ccccc1-c1nc(N2CCOCC2)c2ccccc2n1	-7%	30%[activator]	-2.1%	i	-1.0%	-3%	-0.8%	-2%[9.22 µM]	?	0%	i
13	O=C(Oc1ccc(N2C(=O)CCC2=O)cc1)c1ccco1	-2%	4%	-0.2%	i	-7.2%	-1%	0.3%	-3%	-9%	0%	i
14	Nc1nc2nc(SCC(=O)N3CCCc4ccccc43)[nH]c2c(=O)[nH]1	-2%	-3%	0.9%	i	1.8%	-2%	/	6%	-8%	-2%	i
15	Cc1ccc(-c2noc(CCC(=O)NCc3ccc4c(c3)OCO4)n2)cc1	2%	-12%	-1.1%	i	-0.2%	1%	1.2%	-3%	-18%	-7%	i
16	O=C(CN(CCc1ccccc1)C(=O)CNS(=O)(=O)c1ccc(F)cc1)NCc1ccco1	-9%	0%	0.1%	i	-1.9%	-9%	/	-1%	-11%	-5%	i
17	O=C(Nc1ccccc1)c1cccc(N2CCCC2=O)c1	1%	-2%	1.6%	i	0.3%	0%	0.1%[57.5 µM]	2%	-10%	3%	i
18	CCCCn1c(SCC(=O)Nc2ccc3c(c2)OCO3)nc2c1c(=O)n(C)c(=O)n2C	-9%	-4%	-1.6%	i	0.1%	-1%	/	-4%	?	-1%	i
19	COc1cc(CN2CCN(S(=O)(=O)c3ccc(NC(C)=O)cc3)CC2)cc(OC)c1O	0%	-17%	0.2%	i	0.1%	-5%	/	2%	5%	0%	i
20	O=C(CN1C(=O)c2ccccc2C1=O)Nc1nnc(C2CCCO2)s1 (configuration not stated)	-5%	-1%	0.3%	i	-0.5%	0%	-1.0%	0%	-5%	10%	i

Limited to ALOX15 inhib, CRE Fsk mod and BRCT inh red (two entries from above):
no. | canonical_smiles | ALOX15 inhib | CRE Fsk mod | BRCT inh red
13 | O=C(Oc1ccc(N2C(=O)CCC2=O)cc1)c1ccco1 | 4% | -9% | -0.2%
20 | O=C(CN1C(=O)c2ccccc2C1=O)Nc1nnc(C2CCCO2)s1 (configuration not stated) | -1% | -5% | 0.3%

Next results
#	Molecule	Pol III holo inh	ALOX15 inhib	BRCT inh red	4MU fluor	BRCT inh green	Hsp90 Hop PPI	HBB splicing	GFP derepression	CRE Fsk mod	UbGFP stabilizer	A350 autofl
21	Cc1ccc2cc(C(c3nnnn3CC3CCCO3)N3CCCC4(CCCCC4)C3)c(=O)[nH]c2c1 (configuration not stated)	-6%	-8%	-1.8%	i	1.2%	-2%	/	-2%	3%	-1%	i
22	O=C(N1CCOCC1)N1CCN(c2ccccc2F)CC1	-5%	-6%	0.2%	/	4.0%	-3%[2.3 µM]	0.0%	/	-1%	2%	/
23	Cc1nn(C)c(C)c1S(=O)(=O)N1CCC(C(=O)Nc2ccc3c(c2)OCCO3)CC1	-8%	7%	-0.4%	/	-2.6%	1%	1.8%	-3%	-2%	-1%	/
24	Cc1ccc(O)c(-c2cc(-c3ccccc3C)[nH]n2)c1	4%	16µM*	0.4%	i	-0.7%	9%	1.2%	-3%	?	-2%	i
25	O=C(NCc1ccccn1)c1cccs1	-2%	6%	-0.5%	/	-3.5%	-6%	1.4%	-4%	0%	1%	/
26	Cc1[nH]c(C)c(CN(C)C)c1CN(C)C	-4%[11.4 µM]	-20%[11.4 µM]	-0.5%[15.4 µM]	i	-0.5%[15.4 µM]	-1%[11 µM]	-0.1%[9.22 µM]	9%[9.22 µM]	3%[7.6 µM]	-7%[9.17 µM]	i
27	COc1cc(CNc2cccc(F)c2)cc(Br)c1O	-7%	?	-0.9%	/	0.5%	-1%	-1.1%[9.22 µM]	-5%	11%	-1%	/
28	N#CC1=C(N)Oc2cc(O)ccc2C1c1ccccc1 (configuration not stated)	-5%[11.4 µM]	-11%[11.4 µM]	0.3%	/	0.6%	-4%[11 µM]	3.9%[0.0738 µM]	1%	?	-6%[9.17 µM]	/
29	O=C1NCCCc2nc(Oc3ccccc3)sc21	-6%	5%	-0.1%	/	-1.7%	-1%	-5.3%	-3%	-3%	22%	/
30	CCOc1ccccc1N(CC(=O)NC1CCCC1)C(=O)CCCC(=O)Nc1ccccn1	-4%	-6%	0.7%	i	-1.3%	-4%	-1.3%	-2%	-4%	1%	i
31	CN1C(=S)SC(C)(C)C1/[N+]([O-])=C/c1cccnc1 (configuration not stated)	-6%	2%	0.8%	i	0.5%	1%	4.2%[0.369 µM]	-2%	6%	/	i
32	COc1ccc2[nH]cc(CCNc3ncncc3-c3cccc(NS(C)(=O)=O)c3)c2c1	-3%	?	-1.1%	?	-1.3%	-16%	-1.2%	6%[9.22 µM]	21%	7%	?
33	COc1ccc2nc(NC(=O)c3ccc(Br)s3)sc2c1	-3%	-17%	-0.2%	4.6e-07M*	-0.9%	2%	-0.6%	2%	?	5%	5.5e-07M*
34	CCn1c(SCC(=O)N2CCCc3ccccc32)nnc1-c1cccs1	-5%	-10%	-1.5%	i	1.7%	2%	-0.9%	0%	-2%	10%	i
35	CC(C)CCN1CC(C(=O)N2CCN(c3ccc(F)cc3)CC2)CC1=O (configuration not stated)	0%	-4%	-0.3%	i	-2.7%	1%	-0.5%	0%	-8%	-14%	i
36	COc1ccc(CN(C(C)=O)c2cccc(C)c2C)cc1	-6%	-1%	-1.3%	i	-0.8%	0%	-1.1%	-4%	-3%	3%	i
37	COc1ccc(C2C(C(=O)c3sc(C)nc3C)=C(O)C(=O)N2CCN(C)C)cc1OC (configuration not stated)	4%	2%	-0.9%	i	-1.9%	-1%	3.2%[0.369 µM]	4%	13%	8%	?
38	C=CCn1cc(C(=O)N2CCN(C)CC2)c(=O)c2cc(S(=O)(=O)N3CCCC3)ccc21	-3%	0%	0.3%	/	-2.2%	-2%[2.3 µM]	-0.2%	/	4%	4%	/

2 consecutive entries out of the list so far:
#	Molecule	Pol III holo inh	ALOX15 inhib	BRCT inh red	4MU fluor	BRCT inh green	Hsp90 Hop PPI	HBB splicing	GFP derepression	CRE Fsk mod	UbGFP stabilizer	A350 autofl
31	CN1C(=S)SC(C)(C)C1/[N+]([O-])=C/c1cccnc1 (configuration not stated)	-6%	2%	0.8%	i	0.5%	1%	4.2%[0.369 µM]	-2%	6%	/	i
32	COc1ccc2[nH]cc(CCNc3ncncc3-c3cccc(NS(C)(=O)=O)c3)c2c1	-3%	?	-1.1%	?	-1.3%	-16%	-1.2%	6%[9.22 µM]	21%	7%	?
